PolyA inhibitor – yeast polyadenylation inhibition; S. cerevisiae SKY197-pL101 polyadenylation reporter, beta-gal luminescence; efflux-impaired pdr1/pdr3 knockout yeast; score 100 = 6 SD above DMSO; calls only at 12 µM; 300,000 compounds, 0.02% hits; AID 1875;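 active means lowest replicate activity score at least 50, where 100 means six control SD above control mean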;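 further: yeast exposed to compound for 9 h at 30 °C; higher score means more reporter readthrough which indicates perturbed polyadenylation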
KCNK3 inh – human KCNK3 channel inhibition, primary screen | 340,000 compounds, 0.84% hits | CHO-KCNK3 thallium flux, FluxOR fluorescence; active compounds read low | AID 602410 | O14649 | B-score at 10 µM;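 active means B-score under library mean minus 4 SD, starting fluorescence ratio at most library mean plus 5 SD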;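 further: more negative B-score means stronger inhibition of thallium flux through KCNK3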
KCNQ1 inh – human KCNQ1 channel inhibition; B-score at 10 µM; 310,000 compounds, 1.3% hits; CHO-K1 KCNQ1, FluxOR thallium flux fluorescence; active compounds read high; AID 2642;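 active means compounds whose thallium flux B-score, printed positive for inhibition, exceeds three library SD while starting fluorescence stays within three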;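 further: channel opened by potassium depolarization with thallium stimulus after 20 min compound exposure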
Target sequence (P51787 whole entry, looked up): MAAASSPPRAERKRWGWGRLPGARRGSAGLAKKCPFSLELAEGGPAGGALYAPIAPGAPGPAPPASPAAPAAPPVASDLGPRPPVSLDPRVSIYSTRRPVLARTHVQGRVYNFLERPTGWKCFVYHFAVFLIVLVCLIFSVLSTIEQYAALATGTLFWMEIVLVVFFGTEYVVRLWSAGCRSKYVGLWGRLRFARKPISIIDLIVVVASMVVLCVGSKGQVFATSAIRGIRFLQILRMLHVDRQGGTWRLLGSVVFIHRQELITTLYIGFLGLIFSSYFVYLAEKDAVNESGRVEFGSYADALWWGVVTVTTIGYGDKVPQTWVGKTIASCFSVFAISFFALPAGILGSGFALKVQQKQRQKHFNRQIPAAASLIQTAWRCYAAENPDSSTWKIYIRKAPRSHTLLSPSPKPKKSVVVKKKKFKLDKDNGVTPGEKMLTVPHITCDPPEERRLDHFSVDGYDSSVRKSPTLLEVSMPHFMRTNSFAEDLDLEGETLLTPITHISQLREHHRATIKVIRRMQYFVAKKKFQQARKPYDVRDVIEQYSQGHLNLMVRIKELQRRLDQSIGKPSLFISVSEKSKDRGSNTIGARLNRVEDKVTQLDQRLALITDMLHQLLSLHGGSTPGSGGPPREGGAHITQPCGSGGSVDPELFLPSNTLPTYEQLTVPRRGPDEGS
hERG rescue – hERG (human) protection from proarrhythmic block. Q12809. CHO-hERG, FluxOR thallium flux, dofetilide IC70 present. activation (rescue from dofetilide block), less the hit threshold, % at 10 µM. 310,000 compounds, 0.51% hits. AID 1511;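 active means activation above the mean of controls blocked by dofetilide plus 5 SD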;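 further: thallium influx through hERG after potassium depolarization seen as dye fluorescence rise; in these data hits start at about 4.7%; inactives centre near -7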
TRPC4 potent – TRPC4 (mouse) allosteric potentiation | HEK293 TRPC4beta/mu-opioid, DAMGO EC20, Fluo-4 Ca2+ flux; active compounds read high | Q9QUQ5 | 310,000 compounds, 0.42% hits | B-score at 10 µM;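 active means B-score of calcium response area above 5 SD of library B-scores, with initial fluorescence ratio within 5 SD of library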;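 further: B-score of integrated fluorescence ratio over time as area under calcium response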
TRPC4 block – TRPC4 (mouse) channel inhibition. HEK293 TRPC4beta/mu-opioid, DAMGO-evoked Fluo4 calcium flux; active compounds read low. B-score at 10 µM. 300,000 compounds, 0.39% hits;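 active means B-score over 3 SD under the library average, no early fluorescence shift, positive overall ratio signal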
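System: stable TRPC4beta/mu-opioid receptor HEK293 cells; Dosing: single-point compound dosing; Measured by: Fluo4 Ca2+ flux fluorescence; Read-out basis: per-well B score of integrated baseline-normalized Fluo4 ratio.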
TRPC4 act – TRPC4 (mouse) channel activation; HEK293 TRPC4beta/mu-opioid, Fluo4 calcium fluorescence; active compounds read high; B-score at 10 µM; 310,000 compounds, 0.49% hits; AID 2237;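 active means B-score above 5 SD of library B-scores, and initial fluorescence ratio not above library mean plus 5 SD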;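 further: positive B-score marks a calcium rise read as TRPC4 activation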
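Incubation: 45 min room-temperature Fluo4 loading, 110 s read / System: HEK293 cells stably co-expressing mouse TRPC4beta and mu-opioid receptor / Signal: Fluo4 fluorescence, kinetic / Control set: buffer (low) and maximal DAMGO (high) / Measure: integrated baseline-normalised fluorescence ratio, converted to per-well B score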
Dyrk1A ADPGlo – Dyrk1A (rat) kinase inhibition; Q63470; ADP-Glo luminescence, NFATc1 peptide; inhibition, % at 12.5 µM; 310,000 compounds, 0.43% hits; AID 504441; in the data active means inhibition above about 50%;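 further: plate controls were vehicle with enzyme for no effect and no enzyme for full effect; many of its hits are not listed in these tables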
KCNQ1 act – potentiators or activators of human KCNQ1 potassium channel | P51787 | CHO-K1 KCNQ1, thallium flux FluxOR fluorescence; active compounds read high | B-score at 10 µM | 310,000 compounds, 0.35% hits | AID 2648;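 active means fluorescence ratio B-score, a plate-corrected score, at least three library SD, with initial intensity B-score within 5 SD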
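Doses: Single concentration per compound, DMSO matched to controls | Test system: KCNQ1-transfected CHO-K1 cells | Timing: 90 min dye loading and 20 min compound exposure, both at room temperature | Measured by: Kinetic FluxOR thallium fluorescence, 10-s 1-Hz baseline, 110-s post-stimulus read | Medium: Assay buffer with matched DMSO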
Platelet DG rel – modulates dense granule release in human platelets; human platelet-rich plasma, SFLLRN dense granule ATP release, luminescence; inhibition, %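 (compounds screened at 7.5 µM in platelet-rich plasma)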; 300,000 compounds, 0.22% hits;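 active means mean replicate score, as percent of positive control, at or above 50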
KCNK9 block – inhibitors of human KCNK9 two-pore domain potassium channel; AID 488922; 310,000 compounds, 1.2% hits; B-score at 10 µM; HEK293 KCNK9, FluxOR thallium flux fluorescence; active compounds read low;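 active means ratio B-score over 3 SD below the library mean, with starting fluorescence within 5 SD of its mean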;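 further: negative B-score means less thallium flux so channel inhibition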
Target sequence (Q9NPC2 whole entry, looked up, the tested form may be a part): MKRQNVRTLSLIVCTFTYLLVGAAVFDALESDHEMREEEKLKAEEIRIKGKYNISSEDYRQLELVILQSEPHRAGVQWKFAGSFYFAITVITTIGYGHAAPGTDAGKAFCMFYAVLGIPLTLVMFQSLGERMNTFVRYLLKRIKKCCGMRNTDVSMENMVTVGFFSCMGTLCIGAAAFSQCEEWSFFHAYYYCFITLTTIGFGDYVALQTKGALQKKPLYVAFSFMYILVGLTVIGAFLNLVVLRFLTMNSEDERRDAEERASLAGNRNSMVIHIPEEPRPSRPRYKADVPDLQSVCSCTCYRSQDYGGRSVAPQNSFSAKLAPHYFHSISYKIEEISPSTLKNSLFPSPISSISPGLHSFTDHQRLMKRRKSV
Starred values were filed as active, the others as inactive; i = inactive; x = not tested or not shown; & = joins results of further samples. Some of the compounds tested (hit frequency here may not be typical).

SMILES	PolyA inhibitor	KCNK3 inh	KCNQ1 inh	hERG rescue	TRPC4 potent	TRPC4 block	TRPC4 act	Dyrk1A ADPGlo	KCNQ1 act	Platelet DG rel	KCNK9 block
CCCCCOCC1CC(C/C(C)=N/NC(N)=S)C(=O)O1 (stereo not given)	i	i	i	-3	i	i	i	-4	i	-4	i
CCCCNC(=O)CC1N=C2c3ccccc3N=C(SCC(=O)Nc3cccc(C)c3)N2C1=O (stereo not given)	i	i	i	-13	i	i	i	3	i	-5	i
N#CC(C(=O)Nc1ccc(Cl)c(Cl)c1)=C1Nc2ccccc2N1	i	i	i	-1	i	i	i	-8	i	20	i
CC(C)[C@H](NC(=O)c1ccco1)C(=O)NCc1ccccc1	i	i	i	-3	i	i	i	-4	i	-5	i
Cc1cccc(NC(=O)COC(=O)c2ccccn2)c1	i	i	i	-3	i	i	i	3	i	-1	i
O=C(CSc1nc2ccccc2c(=O)n1Cc1ccco1)Nc1cccc(O)c1	i	i	i	-16	i	i	i	-3	i	-3	i
Cc1ccc2c(C)nc(Nc3nc(CSc4nnnn4-c4ccccc4)cc(=O)[nH]3)nc2c1	i	i	i	-13	i	i	i	-14	i	-9	i
Cc1nn(C)cc1CNC(=O)c1cnn2c1NC(c1ccc(Br)cc1)CC2C(F)(F)F (stereo not given)	i	i	i	0	i	i	i	0	i	4	i
COc1ccc(/C=C(\NC(=O)c2ccccc2)C(=O)NCCC(=O)O)cc1	x	i	i	-8	i	i	i	-2	i	x	i
Cc1ccc(CN2CCN(CC(=O)NC(C)c3ccc4c(c3)OCCO4)C2=O)cc1 (stereo not given)	x	i	i	3	i	i	i	0	i	-25	i
CCN(CC)S(=O)(=O)c1ccc2oc(C(=O)NCCCN3CCOCC3)c(C)c2c1	i	i	i	-2	i	i	i	x	i	2	i
CCOC(=O)N1CCC(NC(=O)c2cc(C(=O)Nc3cccc(C(F)(F)F)c3)ccc2CO)CC1	i	i	i	-7	i	i	i	1	i	-2	i
O=C(c1cccnc1)N1CCN(c2ccccc2Cl)CC1	i	x	i	-7	i	i	i	x	i	3	i
Cc1onc(-c2ccccc2)c1C(=O)Nc1ccccc1C#N	i	i	i	-1	i	i	i	-7&6	i	-2	i
CC(C)CNC(=O)C(=O)NCCC1CCCCN1S(=O)(=O)c1cccs1 (stereo not given)	i	i	i	-17	i	i	i	17	i	-3	i
Cc1ccc(Cl)cc1NC(=O)C1CCCCC1C(=O)O (stereo not given)	i	i	i	-1	i	i	i	-2	i	-2	i
Cc1cc(/C=N/n2cnnc2)c(C)n1-c1ccc(OCc2ccccc2F)cc1	i	i	i	-11	i	i	i	-11	i	-5	i
COC(=O)C1=C(C)N(c2ccc(OC)cc2)C(C)=C(C(=O)OC)C1c1ccc(OC)cc1	i	i	i	-11	i	i	i	x	i	13	i
CCCCn1c(N)c(NCCC)c(=O)[nH]c1=O	i	i	i	-4	i	i	i	-1	i	-2	i
C#CCN1C(=O)S/C(=C\c2ccc(N3CCOCC3)cc2C)C1=O	i	i	i	-8	i	i	i	-2	i	-2	i
CCOC(=O)CNC(=S)N(Cc1ccco1)Cc1ccccc1Cl	i	-10*	i	-7	i	i	i	5	i	8	i
Cc1ccc(-c2c[n+](Cc3ccc(Cl)cc3)c3n2CCC3)cc1	i	i	i	-14	i	i	i	-4	i	-13	i
C/C(=N/NS(=O)(=O)c1ccc(C)c(C)c1)c1c[nH]c2ccccc12	i	i	i	-8	i	i	i	10	i	11	i
CCCOc1nc2c(c(=O)n(C)c(=O)n2C)n1C	i	i	i	-2	i	i	i	-3	i	-6	i
Cc1nnc(NC(=O)CSc2nnc(C)n2Cc2ccccc2)s1	i	i	i	-9	i	i	i	-2	i	-2	i

Overlap with the part before: 2 compounds; new compounds follow.
SMILES	PolyA inhibitor	KCNK3 inh	KCNQ1 inh	hERG rescue	TRPC4 potent	TRPC4 block	TRPC4 act	Dyrk1A ADPGlo	KCNQ1 act	Platelet DG rel	KCNK9 block
CCCOc1nc2c(c(=O)n(C)c(=O)n2C)n1C	i	i	i	-2	i	i	i	-3	i	-6	i
Cc1nnc(NC(=O)CSc2nnc(C)n2Cc2ccccc2)s1	i	i	i	-9	i	i	i	-2	i	-2	i
c1ccc2c(N3CCOCC3)nc(-c3ccncc3)nc2c1	i	i	i	-6	i	i	i	26	i	-17	i
CCc1ccc(Nc2nnc(SCC(=O)Nc3sccc3C(N)=O)s2)cc1	i	i	i	-6	i	i	i	7	i	1	i
COc1ccc(-n2nc3c(c2NC(=O)CCCl)CSC3)cc1	i	i	i	-11	i	i	i	-2	i	-1	i
Cc1ccn(CC(=O)NC2CC(C)(C)Cc3c2cnn3-c2ccc(F)cc2)n1 (stereo not given)	i	i	i	-12	i	i	i	3	i	-6	i
CCCCc1ccc(S(=O)(=O)N/N=C(/C)c2ccncc2)cc1	i	i	i	-7	i	i	i	0	i	18	i
CSc1ccc(NC(=O)c2cccnc2)cc1C#N	i	i	i	-6	i	i	i	-3	i	0	i
C#Cc1ccc([C@H]2C=C(C(=O)N3CCN(Cc4ccc5c(c4)OCO5)CC3)O[C@@H](OCC)[C@@H]2CCCO)cc1	i	i	i	-18	i	i	i	-3	i	-3	i
O=C(Nc1ccccc1N1CCOCC1)c1ccc2nc[nH]c2c1	i	i	i	-8	i	i	i	6	i	-1	i
CC(=O)CCSc1nnc(-c2cccc(S(=O)(=O)N3CCOCC3)c2)o1	i	i	i	-12	i	i	i	6	i	-16	i
COC(=O)c1ccc(C(=O)OC)c(NC(=S)N2CCN(c3cc(Cl)ccc3C)CC2)c1	i	i	i	-13	i	i	i	0	i	-18	i
CCN(C(=O)Cn1c(=O)oc2ccccc21)c1ccc(C)c(C)c1	i	i	i	-2	i	i	i	0	i	7	i
COc1ccc(/C=N/Nc2cc(C)nc3c(C)cccc23)cc1	i	i	6*	-26	i	i	i	4	i	-10	i
O=C(OCc1ccc(Cl)cc1Cl)c1ccncc1	i	i	i	-1	i	i	i	5	i	0	i
Cc1cccc(CNC(=O)C2CCC(=O)N(CCc3cccc(F)c3)C2)n1 (stereo not given)	i	i	i	-12	i	i	i	x	i	-4	i
COC(=O)c1ccc(NC(=S)NC2CC(C)(C)NC(C)(C)C2)cc1	i	i	i	-4	i	i	i	-1	i	-22	i
Cc1cccc(/C=C2/Sc3ccc(C(=O)NCCN4CCCC4)cc3NC2=O)c1	i	i	6*	-32	i	i	i	x	i	7	i
COC(=O)c1c(-c2ccc(C)cc2)csc1NC(=S)NC(=O)c1cc(OC)cc(OC)c1	i	i	i	-13	i	i	i	-4	i	-2	i
Cc1ccc(N=C(N)N=C(N)N)c(C)c1	i	i	i	-7	i	i	i	16	i	-13	i
CCOc1cc(/C=C2\SC(=O)N(c3ccc(O)cc3)C2=O)ccc1O	i	i	i	0	i	i	i	5	i	5	i
CC(C)C1Oc2ccccc2N(CC(=O)N(Cc2ccccn2)CC2CCCO2)C1=O (stereo not given)	i	i	i	-5	i	i	i	0	i	-1	i
CCN(CC)CCN1C(=O)C(O)=C(C(=O)c2ccc(C)o2)C1c1ccccn1 (stereo not given)	i	x	i	-10	i	i	i	x	i	-2	i
CC(=O)N1C(O)CC(C)N1c1ccccc1 (stereo not given)	i	i	i	-6	i	i	i	-12	i	-32	i
Cn1c(=O)c2c(nc(CN3CCN(CCO)CC3)n2Cc2cccc3ccccc23)n(C)c1=O	i	i	i	-8	i	i	i	-6	i	4	i
Cc1ccn2c(=O)nc(SCC(=O)OCc3ccccc3)nc2c1	i	i	i	-14	i	i	i	x	i	1	i
Cc1cccc(NC(=S)N/N=C/c2cccc(O)c2)c1C	i	i	i	-13	i	i	i	5	i	19	i
Further structures:
SMILES	PolyA inhibitor	KCNK3 inh	KCNQ1 inh	hERG rescue	TRPC4 potent	TRPC4 block	TRPC4 act	Dyrk1A ADPGlo	KCNQ1 act	Platelet DG rel	KCNK9 block
Cc1cc(NC(=O)c2ccc(Cl)c(S(=O)(=O)N3CCCCC3)c2)no1	i	i	i	-13	i	i	i	-8	i	-6	i
Cc1ccc(N2C(=O)C(NC(=O)c3ccccc3F)(C(F)(F)F)C3=C2CC(C)(C)CC3=O)cc1 (stereo not given)	i	i	i	-4	i	i	i	0	i	9	i
CCOC(=O)N1CCN(S(=O)(=O)c2cc(OCC)ccc2OCC)CC1	i	i	i	-7	i	i	i	15	i	10	i
CCOc1ccc(C(C(=O)NCC2CCCO2)N(C(=O)c2snc(C(N)=O)c2N)c2ccc(F)cc2)cc1 (stereo not given)	i	i	i	-22	i	i	i	1	i	8	i
Cn1nnnc1SCC(=O)NC(=O)c1cccc([N+](=O)[O-])c1	i	i	i	-6	i	i	i	10	i	0	i
CNC(=S)N(CCc1ccc(S(N)(=O)=O)cc1)C1CC(=O)N(c2ccccc2F)C1=O (stereo not given)	i	i	i	-3	i	i	i	-2	i	-1	i
Nc1nccc(-c2cc(-c3ccc(Cl)cc3Cl)no2)n1	i	i	i	-6	i	i	i	x	i	22	i
Fc1ccccc1C(c1nnnn1Cc1ccc2c(c1)OCO2)N1CCN(Cc2ccccc2)CC1 (stereo not given)	i	i	i	-8	i	i	i	16	i	5	i
CCOC(=O)c1sc(N)c(C(=O)Nc2ccccc2OC)c1C	i	i	i	-3	i	i	i	6	i	1	i
CSc1nc2ccc(NC(=O)c3cc4ccccc4o3)cc2s1	i	i	i	-4	i	i	i	-1	i	-1	i
CCCc1cc(=O)[nH]c(SCC(=O)N2C(C)CCCC2C)n1 (stereo not given)	i	i	i	-2	i	i	i	0	i	-4	i

A second format for four compounds above:
Second line of a record: PolyA inhibitor	KCNK3 inh	KCNQ1 inh	hERG rescue	TRPC4 potent	TRPC4 block	TRPC4 act	Dyrk1A ADPGlo	KCNQ1 act	Platelet DG rel	KCNK9 block
- COc1ccc(/C=C(\NC(=O)c2ccccc2)C(=O)NCCC(=O)O)cc1
 : x	i	i	-8	i	i	i	-2	i	x	i
- Cc1ccc(CN2CCN(CC(=O)NC(C)c3ccc4c(c3)OCCO4)C2=O)cc1 (stereo not given)
 : x	i	i	3	i	i	i	0	i	-25	i
- CCN(CC)S(=O)(=O)c1ccc2oc(C(=O)NCCCN3CCOCC3)c(C)c2c1
 : i	i	i	-2	i	i	i	x	i	2	i
- CCOC(=O)N1CCC(NC(=O)c2cc(C(=O)Nc3cccc(C(F)(F)F)c3)ccc2CO)CC1
 : i	i	i	-7	i	i	i	1	i	-2	i
